Screening results from PubChem.
LEDGF integ inh – blockers of LEDGF/p75-dependent integrase strand transfer – biochemical, TR-FRET, high throughput, primary screen. AID 743269, 2014. hit rate 0.64% among 370,000. TR-FRET IN-LEDGF/p75 DNA integration, Eu/Cy5. inhibition, % at 3.7 µM. HIV-1 integrase (with human LEDGF/p75);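 active = inhibition above the screen-wide mean plus 3 SD, cut at about 13% in these data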;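 also: signal is the Cy5 over europium emission ratio at 671 and 618 nm; 0% = plate median of compound wells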
PRMT1 FP inh – PRMT1 methyltransferase inhibitors, primary screen, biochemical, fluorescence polarization | Protein arginine N-methyltransferase 1 (Homo sapiens), Q99873 | recombinant PRMT1, activity-based probe fluorescence polarization | inhibition, % at 2.79 µM | hit rate 1.3% among 370,000 | AID 652257, 2013;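 active = inhibition above about 21% made by adding two undisclosed values, limit read from the data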
Target sequence (Q99873 whole entry, looked up): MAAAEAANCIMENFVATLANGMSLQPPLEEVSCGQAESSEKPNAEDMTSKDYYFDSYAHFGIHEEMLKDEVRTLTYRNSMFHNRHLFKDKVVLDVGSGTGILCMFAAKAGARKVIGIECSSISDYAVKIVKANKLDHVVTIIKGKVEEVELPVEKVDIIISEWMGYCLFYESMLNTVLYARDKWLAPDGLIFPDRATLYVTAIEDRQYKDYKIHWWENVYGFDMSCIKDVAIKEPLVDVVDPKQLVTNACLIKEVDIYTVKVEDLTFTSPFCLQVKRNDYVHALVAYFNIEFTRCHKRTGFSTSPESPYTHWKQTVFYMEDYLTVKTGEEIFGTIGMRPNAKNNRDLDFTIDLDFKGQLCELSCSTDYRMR
TDP2 inh – human TDP2 enzyme inhibitors, primary screen, biochemical, epi absorbance, recombinant enzyme; Tyrosyl-DNA phosphodiesterase 2 (Homo sapiens), O95551; T5PNP hydrolysis, p-nitrophenol absorbance 415 nm; inhibition, % at 12.8 µM; hit rate 0.34% among 370,000; AID 720702, 2013;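 active = inhibition above the mean of all tested compounds plus 3 SD, set per campaign, cut at about 25% in these data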;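 also: 0% = DMSO with enzyme and 100% = buffer with substrate but no TDP2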
Target sequence (O95551 whole entry, looked up): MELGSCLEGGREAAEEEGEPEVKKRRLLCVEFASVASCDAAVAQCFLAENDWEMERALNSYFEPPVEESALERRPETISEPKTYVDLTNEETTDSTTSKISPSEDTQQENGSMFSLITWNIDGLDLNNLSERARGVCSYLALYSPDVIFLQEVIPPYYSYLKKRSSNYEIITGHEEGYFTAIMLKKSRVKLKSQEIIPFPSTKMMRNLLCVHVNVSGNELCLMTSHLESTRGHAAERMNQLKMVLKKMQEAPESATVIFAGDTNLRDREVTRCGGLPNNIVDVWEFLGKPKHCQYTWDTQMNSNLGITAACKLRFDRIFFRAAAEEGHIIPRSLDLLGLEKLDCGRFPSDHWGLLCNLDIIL
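Assay system: Recombinant human TDP2 | Quantity: 120 nM TDP2 per well | Incubation: 2 h at 37 °C | Signal: Epi absorbance | Evaluation: Percent inhibition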
KLK7 zymogen act – proKLK7 zymogen activators, primary screen, biochemical, fluorescence intensity; Kallikrein-7 (Homo sapiens), P49862; purified proKLK7, EDANS-DABCYL substrate fluorescence; 100% is mature enzyme control, 0% vehicle; activation, % at 7 µM; hit rate 0.9% among 370,000; AID 652039, 2013;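 active = activation above the mean of all tested compounds plus 3 SD, computed per campaign excluding outliers beyond control limits, cut at about 13% in these data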
Target sequence (P49862 whole entry, looked up): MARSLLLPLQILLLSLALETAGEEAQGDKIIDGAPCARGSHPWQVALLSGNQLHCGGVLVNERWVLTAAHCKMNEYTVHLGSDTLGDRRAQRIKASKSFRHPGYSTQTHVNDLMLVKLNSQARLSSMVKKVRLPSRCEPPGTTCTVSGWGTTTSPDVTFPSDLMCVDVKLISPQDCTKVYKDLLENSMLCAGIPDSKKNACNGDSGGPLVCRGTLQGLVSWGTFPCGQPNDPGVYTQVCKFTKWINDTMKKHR
Tn7 DDE FP – inhibitors of Tn7 peptide binding to fibrin DD(E), primary screen, biochemical, fluorescence polarization, human fibrin, Tn7 probe; Fibrinogen beta chain (Homo sapiens), P02675; AID 720508, 2013; inhibition, % at 8.3 µM; FP displacement of FITC-Tn7 peptide from fibrin DD(E); 0% = median of compound wells per plate; hit rate 0.13% among 370,000;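 active = inhibition above the mean of compounds falling within the control limits plus 3 SD of them, cut at about 14% in these data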;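 also: 0% = plate median of compound wells and 100% = 10 µM Aha-Tn7 peptide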
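system = human fibrin DD(E) protein | quantity = DD(E) 2 µM final | medium = Tris/NaCl/CaCl2 buffer, pH 7.8 | also added = labelled Tn7 tracer, 0.1 µM | compound dosing = single point at 8.3 µM | timing = compound with protein 10 min, then 3 h after probe, room temperature | signal = FP measurement | benchmarks = Aha-Tn7 high control | repeats = one replicate per compound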
Tn6 DDE FP – inhibitors of Tn6 peptide binding to fibrin DD(E), primary screen, biochemical, fluorescence polarization, human fibrin, Tn6 probe; Fibrinogen beta chain (Homo sapiens), P02675; Fibrin DD(E) TRITC-Tn6 fluorescence polarization displacement; inhibition, % at 8.3 µM; hit rate 0.21% among 370,000; AID 720509, 2013;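 active = inhibition above a per-campaign cutoff: mean of compounds within control limits plus 3 SD, cut at about 15% in these data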;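 also: 0% = median of all compound wells on the plate and 100% = blocking peptide control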
MBD2 inh – inhibitors of MBD2 binding to methylated DNA, primary screen, biochemical, TR-FRET, DNA-binding domain, human. MBD2 binding to methylated oligonucleotide. hit rate 0.31% among 370,000. inhibition, % at 4.4 µM. Methyl-CpG-binding domain protein 2 (Homo sapiens), Q9UBB5; in the data active = inhibition above about 13%
UHRF1 MBD2 ctr – UHRF1 methylated DNA binding inhibitors, primary screen, counter-screen for MBD2 inhibitor project, biochemical, TR-FRET, human UHRF1, single concentration. E3 ubiquitin-protein ligase UHRF1 (Homo sapiens), Q96T88. UHRF1 binding to methylated oligo. inhibition, % at 4.4 µM. hit rate 0.75% among 370,000. AID 687016, 2013; in the data active = inhibition above about 21%;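 also: UHRF1 SRA domain binding a hemimethylated CpG hairpin DNA probe; 0% = median of test compound wells and 100% = reference inhibitor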
SIAE inh – human SIAE inhibitors, primary screen, biochemical, fluorescence polarization, FP-Rh probe, 1536-well HTS | Sialate O-acetylesterase (Homo sapiens), Q9HAT2 | SIAE FP-Rh probe binding | inhibition, % at 9.66 µM | AID 1053197, 2014 | hit rate 0.69% among 370,000;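 active = inhibition above a cutoff: mean of compounds within the control limits plus 3 SD of those, cut at about 17% in these data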;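 also: 0% = plate median of compound wells and 100% = probe without SIAE protein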
TCR CD3 inh – inhibitors of human TCR-CD3 interaction, primary screen, biochemical, fluorescence, TAMRA-labeled TCR probe | inhibition, % at 9.4 µM | hit rate 0.37% among 360,000; in the data active = inhibition above about 19%;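 also: recombinant mutant TCR 2C K166C tagged with TAMRA read by polarization; 0% = receptor in buffer alone and 100% = receptor with positive control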
* hit, by the source's call; x = not tested or not shown.

#	smiles	LEDGF integ inh	PRMT1 FP inh	TDP2 inh	KLK7 zymogen act	Tn7 DDE FP
1	Cc1c(-c2cccc(Cl)c2)nc2ccccc2c1C(=O)OCC(=O)Nc1ccc2c(c1)OCO2	-1	-4	-1	0.0	4
2	CCCOC(=O)c1[nH]c2c(c1C)C(=O)CC(c1cc(OC)c(OC)c(OC)c1)C2 (centres undefined)	4	2	3	-0.3	-3
3	CCCCCCNC(=O)C1CSCCS(=O)(=O)N1Cc1ccc(C)cc1 (centres undefined)	8	-4	-9	-0.3	-5
4	O=C(NC(=S)Nc1ccc(S(=O)(=O)N2CCCCC2)cc1)c1cccs1	-5	-1	3	0.5	-1
5	C[C@@H]1CN([C@@H](C)CO)C(=O)CCCn2nncc2CO[C@@H]1CN(C)C(=O)Nc1ccc(C(F)(F)F)cc1	4	-4	-8	0.8	3
6	Cc1ccc(CNC(=O)C2CCCN2C(=O)Nc2ccc(F)cc2)cc1 (centres undefined)	2	0	11	-0.3	3
7	CCOc1ccc(-c2ccc(C=O)o2)c([N+](=O)[O-])c1	-4	6	-8	-0.5	3
8	Cc1nc2cc(C(F)(F)F)ccc2n1C1CCN(C(=O)N2CCOCC2)CC1	-2	1	8	0.2	-2
9	Cc1cc(NC(=O)Nc2c[nH]c(=O)[nH]c2=O)ccc1Br	4	-6	1	0.2	-3
10	Cc1cccc(Oc2nc(CN3CCOCC3)nc3sc4c(c23)CCCC4)c1	2	-1	8	0.9	8

#	Tn6 DDE FP	MBD2 inh	UHRF1 MBD2 ctr	SIAE inh	TCR CD3 inh
1	3	-2	-1	-21	4
2	-8	0	0	-2	5
3	-4	-10	4	-2	x
4	2	3	3	-5	-2
5	-4	5	20	-6	9
6	9	3	2	-2	9
7	2	1	5	7	-6
8	-1	-4	0	2	13
9	-9	-4	-2	-1	4
10	-1	1	1	11	1

Next records follow:
#	smiles	LEDGF integ inh	PRMT1 FP inh	TDP2 inh	KLK7 zymogen act	Tn7 DDE FP
11	Cc1cccc(C)c1OCC(=O)Nc1c(C)nn(C)c1C	-4	0	1	-0.7	1
12	Cc1ccc(-c2cc(-c3nnc(SCC(=O)Nc4cccc5ccccc45)n3N)[nH]n2)cc1	-4	0	-1	-0.6	-1
13	c1ccc(-n2nnnc2SCc2ccccn2)cc1	1	1	7	0.3	-1
14	CC(=O)NC(CSc1cc(C)nc2ccc(Br)cc12)C(=O)O (centres undefined)	2	2	3	1.1	10
15	Cc1cc(=O)c(C(=O)Nc2cccc(C(=O)NC3CC3)c2)nn1-c1ccccc1Cl	-2	2	-8	-0.1	-5
16	CSc1ncccc1C(=O)Nc1ccc(F)c(F)c1F	-3	0	-1	0.3	-5
17	CCCn1cc(CCC(=O)Nc2ccc(Oc3cccnc3)cc2)c2ccccc21	6	-2	-3	0.0	-1
18	CCOCC(O)CSCc1ccc(Cl)cc1 (centres undefined)	-1	3	3	0.3	-7
19	CCC(C)(C)NC(=O)C(c1ccc(C)cc1)N(CC1CCCO1)C(=O)c1csnn1 (centres undefined)	-7	4	-9	-0.2	-8
20	O=C(NCc1ccc(Cl)cc1)C(=O)NCC(c1cccnc1)N1CCN(c2ccc(F)cc2)CC1 (centres undefined)	-2	3	-8	-0.1	-2

#	Tn6 DDE FP	MBD2 inh	UHRF1 MBD2 ctr	SIAE inh	TCR CD3 inh
11	3	0	0	-6	-11
12	-8	6	1	-7	x
13	2	3	-1	-4	0
14	0	1	-1	1	1
15	-3	2	2	0	-2
16	15	-3	-1	-3	4
17	-3	-2	-2	11	5
18	0	2	-1	1	-3
19	2	4	2	8	-11
20	9	1	-1	5	-4

(more compounds)
#	smiles	LEDGF integ inh	PRMT1 FP inh	TDP2 inh	KLK7 zymogen act	Tn7 DDE FP
21	O=C(c1ccc(F)cc1Cl)N(Cc1ccccn1)CC1CCCO1 (centres undefined)	3	0	9	0.2	-2
22	CCOc1cc(/C=N\Nc2nc(-c3ccc(C)cc3)c(NC(C)=O)s2)ccc1O	-1	-1	-10	-0.4	1
23	C=CCc1cc(/C=C2/NC(=O)NC2=O)cc(OCC)c1O	-1	0	10	-1.1	2
24	O=C(CSc1nnc(-c2ccccn2)n1-c1ccccc1)Nc1cccc2ccccc12	-1	-2	-2	0.0	1
25	COc1ccc(CN(CCN2CCOCC2)C(=O)c2c(F)cccc2F)cc1OC	-4	4	9	-0.3	6
26	CN(C)c1ncnc2c1ncn2[C@H]1CN(Cc2ccc3c(c2)OCO3)C[C@@H](CO)O1	-3	-2	4	0.1	5
27	CS(=O)(=O)c1ccc2nc(NC(=O)CCN3C(=O)c4ccccc4C3=O)sc2c1	7	-2	-2	-0.3	-8
28	CCOC(=O)CSc1nc(-c2ccccc2)ns1	1	-4	-14	-0.6	0
29	CCCn1c(Oc2ccccc2)nc2c1c(=O)n(C)c(=O)n2C	1	-1	14	0.1	-2
30	CN(C)C(=O)c1ccc(NC(=O)c2cccc(S(=O)(=O)N3CCCc4ccccc43)c2)cc1	3	16	-15	0.2	4

#	Tn6 DDE FP	MBD2 inh	UHRF1 MBD2 ctr	SIAE inh	TCR CD3 inh
21	-8	3	2	-7	x
22	-4	0	1	7	-5
23	-1	0	-1	15	-3
24	8	-1	-1	0	x
25	2	5	1	8	-5
26	1	2	0	-8	2
27	-4	-6	0	2	1
28	-3	-4	-1	0	6
29	4	4	-3	2	4
30	5	7	2	-2	-3

Part of the list above, screen by screen.
[18] CCOCC(O)CSCc1ccc(Cl)cc1 (centres undefined)
[24] O=C(CSc1nnc(-c2ccccn2)n1-c1ccccc1)Nc1cccc2ccccc12
[22] CCOc1cc(/C=N\Nc2nc(-c3ccc(C)cc3)c(NC(C)=O)s2)ccc1O
[26] CN(C)c1ncnc2c1ncn2[C@H]1CN(Cc2ccc3c(c2)OCO3)C[C@@H](CO)O1

| assay / compound | 18 | 24 | 22 | 26 |
| --- | --- | --- | --- | --- |
| LEDGF integ inh | -1 | -1 | -1 | -3 |
| PRMT1 FP inh | 3 | -2 | -1 | -2 |
| TDP2 inh | 3 | -2 | -10 | 4 |
| KLK7 zymogen act | 0.3 | 0.0 | -0.4 | 0.1 |
| Tn7 DDE FP | -7 | 1 | 1 | 5 |
| Tn6 DDE FP | 0 | 8 | -4 | 1 |
| MBD2 inh | 2 | -1 | 0 | 2 |
| UHRF1 MBD2 ctr | -1 | -1 | 1 | 0 |
| SIAE inh | 1 | 0 | 7 | -8 |
| TCR CD3 inh | -3 | x | -5 | 2 |

Next part
#	smiles	LEDGF integ inh	PRMT1 FP inh	TDP2 inh	KLK7 zymogen act	Tn7 DDE FP
31	Cc1ccc(NC(=O)CSc2nnc(-c3ccccc3F)n2-c2ccccc2)c(C)c1	1	-1	-4	0.0	0
32	O=C(CC1C(=O)NCCN1Cc1ccccc1)NC1CCCCC1 (centres undefined)	2	-4	2	-0.1	3
33	N#Cc1c(-c2ccccc2)ccnc1Oc1ccccc1	-1	0	4	-0.8	3
34	COc1ccc(CCN2C(=NC(=O)C(C)C)SC3CS(=O)(=O)CC32)cc1OC (centres undefined)	1	-1	17	0.7	2
35	CC(=O)c1c(C)n([O-])c2cc(F)c(F)cc2[n+]1=O	3	0	-2	1.3	0
36	COC(=O)N/N=C/c1ccc(Oc2ccccc2)cc1	3	0	13	0.5	-1
37	CCOCCCNC(=O)c1cc(C)nn1-c1ccccc1	2	-3	-2	-0.7	-2
38	C[C@@H](C(=O)OCC(=O)NCCc1ccc(S(N)(=O)=O)cc1)N1C(=O)C2CCCCC2C1=O (some centres undefined)	-6	1	-6	0.0	4
39	Cc1cc(=O)oc2cc(OCC(=O)N3CCN(c4ccc(F)cc4)CC3)c(Cl)cc12	-2	6	13	-0.4	-1
40	CCOC(=O)c1ccc(Oc2ccc(C(F)(F)F)cn2)cc1	-5	0	10	0.6	-3

#	Tn6 DDE FP	MBD2 inh	UHRF1 MBD2 ctr	SIAE inh	TCR CD3 inh
31	-3	3	3	4	x
32	-6	-7	2	2	4
33	1	-6	0	-6	-3
34	4	2	0	-3	-3
35	6	2	-3	0	3
36	2	3	1	0	0
37	4	4	3	0	3
38	6	-7	-2	7	1
39	-1	2	2	-5	3
40	-4	0	-2	-5	3

Later entries
#	smiles	LEDGF integ inh	PRMT1 FP inh	TDP2 inh	KLK7 zymogen act	Tn7 DDE FP
41	O=C1COc2ccc(C(=O)COC(=O)c3ccccc3Cl)cc2N1	-4	2	4	-0.5	-3
42	CCOC(=O)C1CCN(S(=O)(=O)Cc2ccccc2)C1=O (centres undefined)	1	3	-7	0.4	2
43	C/C(=N\NC(=O)c1nnn(-c2nonc2N)c1C)c1ccc(OCc2ccccc2)cc1	-1	-3	-11	-0.1	6
44	N#CCCN(C(=O)COC(=O)c1ccc(S(=O)(=O)N2CCCC2)cc1)c1cccc(Cl)c1	-3	-2	0	0.7	5
45	CCC(CO)Oc1cc(NCc2ccccc2)c2ncn(C(C)C)c2c1 (centres undefined)	1	1	3	-0.9	-2
46	CC(=O)c1cc(-c2cccc(C#N)c2)c(=O)n2c1CCC2	-2	3	0	0.3	3
47	CCCN(CCC)C1Sc2ccc(C(=O)OC)cc2NC1=O (centres undefined)	4	2	3	0.1	2
48	CCC(NC(=O)c1cc(COc2ccc(C)nc2)on1)c1ccc(C)cc1 (centres undefined)	-2	4	-3	0.1	-3
49	Cc1cc(C)cc(NC(=S)N(CCN(C)C)Cc2cccs2)c1	-4	2	-4	0.0	3
50	COCCN1C(=O)c2oc3ccccc3c(=O)c2C1c1ccc(C(=O)OC)cc1 (centres undefined)	3	-1	-6	0.2	-10
51	O=[N+]([O-])c1ccc(NC2CCCC2)cc1	0	0	-1	0.1	-4
52	CCc1cccc(C)c1NC(=O)COC(=O)CCn1c(C)csc1=O	0	-1	-4	0.1	-3

#	Tn6 DDE FP	MBD2 inh	UHRF1 MBD2 ctr	SIAE inh	TCR CD3 inh
41	3	2	0	0	-1
42	5	4	1	9	6
43	4	1	-2	-2	10
44	-3	0	1	1	8
45	1	-7	-3	0	0
46	1	2	0	4	x
47	10	5	1	6	6
48	-1	4	0	-6	-3
49	5	7	14	0	-4
50	1	0	4	0	-1
51	-1	-5	-4	19*	3
52	-4	0	3	-1	-2
